# Source: PubChem BioAssay (Sanford-Burnham Center for Chemical Genomics)
# STEP block – STEP phosphatase inhibitors, primary screen, biochemical, fluorescence intensity, uHTS; Tyrosine-protein phosphatase non-receptor type 5 (Homo sapiens), P54829; AID 588621, 2011; recombinant STEP, OMFP fluorogenic substrate; inhibition, % at 20 µM; 360,000 compounds, 0.25% hits;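 active means inhibition at 20 µM, scaled per plate between control wells, above about 37%, limit read from the data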;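 further: 0% = DMSO with enzyme and substrate and 100% = substrate only without enzyme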
# Target sequence (P54829 whole entry, looked up): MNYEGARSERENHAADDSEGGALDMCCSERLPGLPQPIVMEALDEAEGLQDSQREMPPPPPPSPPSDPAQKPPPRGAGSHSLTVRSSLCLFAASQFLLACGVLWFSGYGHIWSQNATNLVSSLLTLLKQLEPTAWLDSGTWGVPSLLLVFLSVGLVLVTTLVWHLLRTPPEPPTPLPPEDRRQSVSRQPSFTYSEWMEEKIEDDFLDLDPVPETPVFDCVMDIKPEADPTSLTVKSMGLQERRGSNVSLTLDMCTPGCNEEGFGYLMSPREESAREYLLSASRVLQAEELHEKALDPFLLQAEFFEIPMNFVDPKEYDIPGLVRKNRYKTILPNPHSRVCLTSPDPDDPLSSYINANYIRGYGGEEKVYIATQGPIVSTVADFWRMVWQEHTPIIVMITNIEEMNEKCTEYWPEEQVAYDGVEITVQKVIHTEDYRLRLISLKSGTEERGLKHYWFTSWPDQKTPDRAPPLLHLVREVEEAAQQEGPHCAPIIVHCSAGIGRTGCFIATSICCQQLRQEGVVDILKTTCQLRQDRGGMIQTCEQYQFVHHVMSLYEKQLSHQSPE
#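 Assay system: isolated STEP enzyme. Buffer or medium: pH 6.0 Bis-Tris with DTT and Tween 20. Also added: fluorogenic phosphatase substrate OMFP at 25 µM final. Dosing: 20 µM, 1% DMSO. Timing: 20 min reaction, room temperature, in the dark. Measured by: fluorescence intensity, excitation 480 nm, emission 540 nm. Evaluation: normalized % inhibition.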
# NRP1-CendR mod – modulators of CendR peptide binding to NRP-1, primary screen, biochemical, fluorescence polarization, uHTS. FAM-RPARPAR peptide binding to NRP-1. 360,000 compounds, 0.85% hits. inhibition, % at 25 µM;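 active means inhibition or corrected inhibition above about 18%, plus a signal ratio from 0.5 to 1.5, limit read from the data, passing the limit was not always enough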; further: strong numbers were not always called active
# NadD inh – inhibitors of S. aureus NadD, primary screen, biochemical, colorimetric, uHTS; Nicotinate-nucleotide adenylyltransferase NadD (Staphylococcus aureus N315); purified NadD enzyme, colorimetric absorbance read-out; inhibition, % at 20 µM; 360,000 compounds, 0.78% hits; in the data active means inhibition above about 26%; further: some compounds past the cut are filed as inactive
# SKN-1 inh – suppressors of acrylamide-induced Pgst-4::GFP reporter in worms, primary screen, SKN-1 inhibitor project, whole organism, uHTS, GFP/RFP fluorescence ratio, strain VP596 | C. elegans VP596 Pgst-4::GFP/RFP ratio, 24 h | inhibition, % at 21.8 µM | 360,000 compounds, 0.49% hits | AID 624304, 2012;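 active means interference check ratio from 0.5 to 1.5 plus GFP to RFP signal ratio inhibition reaching or exceeding a fixed threshold, cut at about 30% in these data, passing the limit was not always enough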; further: some compounds called inactive have numbers as strong as hits
# Scp1 inh – Scp-1 phosphatase inhibitors, primary screen, biochemical, colorimetric, uHTS. Carboxy-terminal domain RNA polymerase II polypeptide A small phosphatase 1 (Homo …. Recombinant Scp1, phosphopeptide, malachite green phosphate absorbance. inhibition, % at 20 µM. 340,000 compounds, 0.88% hits. AID 493091, 2011;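 active means inhibition above about 50% at 20 µM, limit read from the data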;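 further: plate controls were DMSO wells with enzyme for no effect and wells lacking enzyme for full effect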
#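 System: truncated SCP-1 phosphatase (76-261aa); medium: Tris acetate buffer pH 5.5 with MgCl2 and Tween-20; incubation: 45 min room-temperature reaction, 5 min colour, 30 min stabiliser; compound: single 20 µM dose, 1% DMSO; reagent: Phosphorylated 17-residue peptide substrate; read-out: % inhibition at 20 µM; technique: colorimetric free-phosphate detection, absorbance 630 nm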
# DNMT1 block – human DNMT1 methyltransferase inhibitors, primary screen, biochemical, molecular beacon, fluorescence, HinP1I cleavage, uHTS; 360,000 compounds, 0.83% hits; AID 588458, 2011; DNA (cytosine-5)-methyltransferase 1 (Homo sapiens), P26358; inhibition (reported as % activation of signal), % at 10 µM; in the data active means inhibition above about 50%
# SUMO1 PPI mod – modulators of SUMO1 protein-protein interactions, primary screen, biochemical, uHTS | SUMO1 binding to a labelled peptide, TR-FRET, 1 h | 360,000 compounds, 0.33% hits | Small ubiquitin-related modifier 1 (Homo sapiens), P63165 | inhibition, % at 20 µM; in the data active means inhibition above about 37%
# MT1-MMP act inh – blockers of MT1-MMP proenzyme processing, primary screen, HT1080 RFP-PRO-GFP cells, GFP/RFP fluorescence; AID 651647, 2012; GFP/RFP ratio fluorescence, overnight; percent of plate control window, DMSO zero; 360,000 compounds, 0.061% hits; Matrix metalloproteinase-14 (Homo sapiens), P50281; GFP/RFP ratio change, % at 20 µM;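 active means GFP/RFP ratio change of at least 30% with cell ATP level not reduced by more than half and red fluorescence within 50% of control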; further: strong numbers were not always called active
#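 system = RFP-PRO-GFP reporter HT1080 cells | dosing = 20 µM single dose, 1% DMSO | timing = overnight cell settling, then overnight compound exposure, 37 °C, 5% CO2 | read-out basis = GFP/RFP fluorescence ratio | controls = DMSO and RFP-L50D-GFP cell wells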
# Rpn11 inh – Rpn11 (PSMD14) deubiquitinase inhibitors, primary screen, biochemical, fluorescence polarization, uHTS | human 26S proteasome, Ub4-pepOG fluorescence polarization; 20S core pre-blocked with epoxomicin | calls only at 20 µM | 360,000 compounds, 0.59% hits | 26S proteasome non-ATPase regulatory subunit 14 (Homo sapiens), O00487;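 active means inhibition at 20 µM, scaled to each plate's controls, above about 33%, limit read from the data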
# Target sequence (O00487 whole entry, looked up): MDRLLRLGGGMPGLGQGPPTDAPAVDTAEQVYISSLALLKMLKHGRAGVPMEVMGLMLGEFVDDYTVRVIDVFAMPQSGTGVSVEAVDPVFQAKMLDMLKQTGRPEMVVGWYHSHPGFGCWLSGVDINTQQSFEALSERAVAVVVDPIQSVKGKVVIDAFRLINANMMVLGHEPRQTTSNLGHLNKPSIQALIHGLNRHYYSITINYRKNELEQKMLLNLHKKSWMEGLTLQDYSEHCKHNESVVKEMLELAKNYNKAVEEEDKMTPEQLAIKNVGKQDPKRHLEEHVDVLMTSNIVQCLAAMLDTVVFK
# LMPTP block – LMPTP phosphatase inhibitors, primary screen, biochemical, fluorescence intensity, uHTS; AID 651560, 2012; inhibition, % at 20 µM; recombinant LMPTP-A, OMFP fluorogenic substrate; 360,000 compounds, 0.22% hits; Low molecular weight phosphotyrosine protein phosphatase (Homo sapiens), P24666;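 active means compounds that cut the enzyme signal by at least half of the control window in the single-dose screen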;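 further: plate controls were DMSO wells with enzyme plus substrate for no effect and substrate without enzyme for full effect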
# Target sequence (P24666 whole entry, looked up): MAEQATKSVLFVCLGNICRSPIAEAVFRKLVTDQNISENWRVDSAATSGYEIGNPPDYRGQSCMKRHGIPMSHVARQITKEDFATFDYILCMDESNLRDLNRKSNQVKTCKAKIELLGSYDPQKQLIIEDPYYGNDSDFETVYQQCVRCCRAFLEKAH
#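 Test system – LMPTP-A phosphatase enzyme · Quantity – 0.625 nM LMPTP-A final · Reagent – OMFP substrate, 400 µM final · Dosing – one test concentration per compound, 20 µM, with 3% DMSO overall · Timing – 50 min enzyme reaction at room temperature, protected from light · Detection – fluorescence intensity · Controls – substrate-only low control, DMSO enzyme-plus-substrate high control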
# Active calls of the source: *; i = inactive; / = not tested or not shown; + = active, no number.
SMILES,STEP block,NRP1-CendR mod,NadD inh,SKN-1 inh,Scp1 inh,DNMT1 block,SUMO1 PPI mod,MT1-MMP act inh,Rpn11 inh,LMPTP block
COc1ccc(-c2ccc(NC(=O)c3ccc(Br)o3)cc2)nn1,42.3*,-3.1,8.3,8.5,49.9,56.2*,9.3,5.1,+,53.8*
CC(=O)c1c[nH]c(C(=O)NCC2CCCO2)c1 (stereo not drawn),-0.6,-2.0,1.4,0.6,-4.9,-4.3,0.9,2.0,i,0.2
CC(NS(=O)(=O)c1ccccc1)C(=O)Nc1ccc(S(N)(=O)=O)cc1 (stereo not drawn),-0.2,1.9,1.8,-2.4,-8.0,0.2,-1.0,3.1,i,-1.2
O=C1CCCCC1C(O)(C(=O)c1ccccc1)c1ccccc1 (stereo not drawn),-0.5,10.0,-4.3,-6.9,/,2.5,3.9,2.7,i,-1.8
O=C(Cc1c(F)cccc1Cl)OCC(=O)N1CCN(c2ccccc2)CC1,1.7,15.9,-7.2,7.1,2.0,1.5,2.7,2.6,i,-0.3
COc1ccc(C(=O)NCCCN2CCCC2=O)cc1S(=O)(=O)N1CCOCC1,-0.1,0.4,-0.8,14.2,/,6.8,2.6,-1.3,i,-3.2
CC(C)NC(=O)C(C)N1CCN(S(=O)(=O)c2ccc3ccccc3c2)CC1 (stereo not drawn),-0.8,6.8,18.9,-4.9,7.0,2.9,-5.2,-0.6,i,-0.4
Cc1c(C(=O)NCc2ccc3c(c2)OCO3)sc(=O)n1Cc1ccc(S(=O)(=O)N(C)C)cc1,-1.5,-11.2,-4.3,0.4,/,1.1,5.6,8.9,i,-0.1
Cc1ccc(NC(=O)Cn2nc(-c3ccccc3)nc2-c2ccccc2)c(C)c1,-1.9,-9.2,-0.4,4.0,-10.1,19.2,4.4,2.8,i,-1.2
CC(=O)Nc1cccc(NC(=O)CSc2ccc(-c3cccnc3)nn2)c1,-2.3,7.6,-1.7,-1.2,-7.4,2.3,3.4,2.2,i,-0.6
COC(=O)c1c(C)[nH]c(C(=O)CC#N)c1C,-4.4,-37.5,0.2,5.4,14.4,4.0,5.2,-32.6,i,0.1
Cc1cccc(/C=C2/Sc3ccc(C(=O)NCCCN4CCOCC4)cc3NC2=O)c1,10.5,10.1,-7.5,2.5,/,-3.4,-53.7,10.1,i,-3.6
Cc1ccccc1-c1noc(-c2ccccc2C(=O)NCC2CCCO2)n1 (stereo not drawn),0.2,9.3,-5.3,-0.7,-13.6,0.3,3.6,-1.4,i,-2.8
COc1ccc(C(=O)NCC2CCCO2)cc1S(=O)(=O)NCc1ccc(Cl)cc1 (stereo not drawn),-1.8,-8.9,-0.1,2.4,/,0.6,1.0,-0.4,i,-1.4
CC(=O)Nc1cccc(-c2ccnc3c2CC(C(=O)NCc2ccncc2)O3)c1 (stereo not drawn),-2.3,-1.3,-20.6,7.5,/,4.9,1.9,-1.3,i,-1.1
CC(C(=O)N1CCCC1)N1CCN(S(=O)(=O)c2ccc(OC(F)(F)F)cc2)CC1 (stereo not drawn),0.4,2.7,-1.7,-6.0,-0.2,-0.6,-5.4,5.5,i,0.1
COc1ccccc1CCC(=O)OCC(=O)NC1CCCCC1,-0.1,8.4,-0.4,23.8,-2.2,1.9,-5.5,-3.0,i,0.2
Cc1cccc(OCCNC(=O)CSc2ccc(C(F)(F)F)cc2[N+](=O)[O-])c1,-0.1,-5.5,-7.0,6.7,-11.7,4.4,-10.4,2.7,i,2.8
Oc1ccc(Nc2nc(-c3ccccc3)nc3ccccc23)cc1,-1.0,-6.3,-4.6,-20.7,-3.0,1.0,0.7,3.2,i,20.5
COCCNC(=O)c1cc2c(c(-c3cccc(-c4cccc(OC)c4)c3)n1)[C@H](CCO)N(S(=O)C(C)(C)C)C2 (stereo partly drawn),-2.8,-35.2,2.0,6.9,/,-34.0,3.0,1.0,i,-0.7
COc1cccc(C(=O)c2ccncc2C(=O)O)c1OC,-0.8,13.7,-4.7,15.3,/,7.1,-2.4,1.6,i,-2.4
CCOC(=O)C1(Cc2cccc(Cl)c2)CCCN(C(=O)CCOC)C1 (stereo not drawn),-1.3,7.4,-0.3,-2.3,-3.1,-0.5,1.7,0.7,i,0.3
CCCc1cc(=O)oc2cc(C)c(CN3CCCC3)c(O)c12,-3.4,-33.9,29.4*,19.8,-2.2,46.6,32.5,-2.1,i,2.5
O=C(Nc1ccc(S(=O)(=O)Nc2ncccn2)cc1)c1cccc([N+](=O)[O-])c1,-2.3,-4.1,1.2,-0.1,/,1.9,-29.9,-2.3,i,-0.3

# Next part (4 carried over from the part before).
SMILES,STEP block,NRP1-CendR mod,NadD inh,SKN-1 inh,Scp1 inh,DNMT1 block,SUMO1 PPI mod,MT1-MMP act inh,Rpn11 inh,LMPTP block
COc1cccc(C(=O)c2ccncc2C(=O)O)c1OC,-0.8,13.7,-4.7,15.3,/,7.1,-2.4,1.6,i,-2.4
CCOC(=O)C1(Cc2cccc(Cl)c2)CCCN(C(=O)CCOC)C1 (stereo not drawn),-1.3,7.4,-0.3,-2.3,-3.1,-0.5,1.7,0.7,i,0.3
CCCc1cc(=O)oc2cc(C)c(CN3CCCC3)c(O)c12,-3.4,-33.9,29.4*,19.8,-2.2,46.6,32.5,-2.1,i,2.5
O=C(Nc1ccc(S(=O)(=O)Nc2ncccn2)cc1)c1cccc([N+](=O)[O-])c1,-2.3,-4.1,1.2,-0.1,/,1.9,-29.9,-2.3,i,-0.3
CC1(C)CC(=O)C2=C(C1)NC(=O)CC2c1ccc(N(CCC#N)CCC#N)cc1 (stereo not drawn),-4.4,-9.8,-3.2,3.5,-4.6,1.6,0.8,0.9,i,-1.1
Cc1cc(C)c2nc(-c3ccccn3)cc(C(=O)Nc3ccc(S(=O)(=O)Nc4onc(C)c4C)cc3)c2c1,41.2*,-9.5,40.9*,5.1,28.1,67.8*,14.0,1.5,i,4.2
CCCCn1nc2cc(C(=O)NC3CCc4ccccc43)ccc2c1OCC (stereo not drawn),2.4,22.4,2.6,8.1,-5.6,-9.1,1.8,-0.9,i,1.9
Cc1ccc(S(=O)(=O)Nc2cccc(S(=O)(=O)N3CCCC3)c2)cc1C,1.2,2.8,-7.5,4.5,-4.9,2.7,8.3,5.3,i,0.3
CC(C)c1ccc(C(=O)Nc2ccc(S(=O)(=O)NC3=NCCCCC3)cc2)cc1,-0.4,7.4,4.3,-3.7,/,4.6,2.7,0.1,i,1.4
Cc1occc1-c1nnc(SCC(=O)N2CCCC(C)C2)o1 (stereo not drawn),-0.6,-9.6,0.0,2.3,2.1,-1.8,3.7,-1.5,i,-1.0
COc1ccc(CN2C(=O)c3ccccc3C2=O)cc1C(=O)Nc1ccccc1N1CCOCC1,2.4,32.3*,7.2,11.4,-1.0,2.1,-2.7,-7.4,i,2.5
O=P(O)(C(O)c1ccccc1)C(O)c1ccccc1 (stereo not drawn),-1.6,-7.0,-1.3,2.8,-5.8,3.5,-0.3,1.2,i,-3.0
Cn1c(=O)c(C(=O)CN2CC(=O)Nc3ccccc32)c(N)n(Cc2ccccc2)c1=O,-0.5,7.8,-0.6,11.8,-7.1,2.5,1.6,3.4,i,0.0
COC(=O)CC1C(=O)NCCN1C(=O)CSc1nnc(Nc2ccc(C)cc2)s1 (stereo not drawn),0.7,-0.9,6.0,-4.9,3.0,-2.4,2.8,4.7,i,0.7
CCN(C(=O)CN1CCN(c2ccc(OC)cc2)CC1)c1c(N)n(Cc2ccccc2)c(=O)[nH]c1=O,2.3,3.3,-1.7,-1.8,-4.8,0.9,1.6,0.0,i,2.0
Brc1ccc(OCCOc2cccc3cccnc23)cc1,1.7,1.0,6.1,-4.1,0.0,5.6,3.6,2.2,i,-2.6
CC(C)CN(C(=O)COc1cccc(-n2cnnn2)c1)C1CCS(=O)(=O)C1 (stereo not drawn),-1.6,2.4,-4.7,-2.1,-1.6,-2.1,0.7,2.2,i,0.6
CC(=O)Nc1cccc(C(=O)N(Cc2ccccc2)Cc2ccccc2)c1,-0.2,-3.2,2.5,20.4,-15.0,-1.1,2.8,2.7,i,0.6
CCOc1cc(/C=N/NC(N)=O)cc(Br)c1OCc1ccccc1F,-2.3,11.2,-6.8,19.9,-7.1,-2.9,-2.1,6.1,i,-1.1
COc1ccc(-n2c(Cc3cccn3C)nnc2SCC(=O)NC2CCCCC2)cc1,-0.8,-6.7,-0.7,-7.8,-6.9,2.0,3.4,1.3,i,0.1
CC1CCCC(NC(=O)CSc2ncnc3ccccc23)C1C (stereo not drawn),4.1,-14.4,-4.3,-12.5,7.1,2.3,0.0,3.9,i,0.5
Cc1ccccc1NC(=O)Cn1c(=O)n(Cc2ccccc2)c(=O)c2c(C)c(C)sc21,-5.1,-4.3,4.0,-2.7,-11.1,17.5,4.0,1.1,i,-0.5
COc1ccc(-c2ccc3oc(-c4ccc(OC)cc4)c(C#CCCO)c3c2)cc1,-4.1,8.0,-6.4,1.3,-8.1,-18.2,2.0,1.8,i,2.4
COc1ccc2cc(C(=O)N/N=C/c3cc(OC)c(OC)c(OC)c3)[nH]c2c1,1.2,11.9,2.0,4.4,-0.9,-3.5,1.8,4.6,i,0.8
COc1cc(CN2CCC(N3CCC(C(=O)N4CCCC4)CC3)CC2)cc2c1OCO2,4.3,7.6,-1.2,6.4,1.1,-1.4,1.2,5.2,i,0.0
COc1ccc(-c2c(C)cc3oc(=O)cc(-c4ccccc4)c3c2C)cc1F,0.3,-1.3,0.8,0.1,-1.3,-2.6,4.3,-1.0,i,2.2
